MITF inh: MITF inhibitors, primary screen, biochemical, AlphaScreen, human | 0.91% of 650,000 active | inhibition, % at 2.6 µM | AlphaScreen MITF homodimerization, bead proximity signal; in the data active means inhibition above about 50%;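 further: 0% = vehicle wells with protein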
Target sequence (O75030 whole entry, looked up): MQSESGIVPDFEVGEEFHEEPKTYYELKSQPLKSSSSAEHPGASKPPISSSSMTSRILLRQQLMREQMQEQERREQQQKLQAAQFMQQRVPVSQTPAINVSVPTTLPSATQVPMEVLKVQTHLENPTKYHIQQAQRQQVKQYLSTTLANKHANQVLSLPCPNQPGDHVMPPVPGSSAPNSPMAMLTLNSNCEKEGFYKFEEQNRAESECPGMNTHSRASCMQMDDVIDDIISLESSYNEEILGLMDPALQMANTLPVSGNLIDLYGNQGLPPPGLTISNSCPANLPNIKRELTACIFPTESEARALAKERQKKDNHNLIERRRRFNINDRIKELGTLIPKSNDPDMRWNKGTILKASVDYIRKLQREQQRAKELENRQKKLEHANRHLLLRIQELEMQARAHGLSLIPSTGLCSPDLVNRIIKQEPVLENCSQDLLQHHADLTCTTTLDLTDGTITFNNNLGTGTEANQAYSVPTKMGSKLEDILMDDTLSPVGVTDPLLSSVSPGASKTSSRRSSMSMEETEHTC
GPR151 activ: activators of human GPR151, primary screen, cell-based, PathHunter beta-arrestin, luminescence. G-protein coupled receptor 151 (Homo sapiens), Q8TDV0. PathHunter beta-arrestin GPR151 cells. activation, % at 11.2 µM. 1% of 650,000 active. AID 1508602, 2020; in the data active means activation above about 4.9%;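 further: 0% = median of compound wells and 100% = cells with positive control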
Target sequence (Q8TDV0 whole entry, looked up): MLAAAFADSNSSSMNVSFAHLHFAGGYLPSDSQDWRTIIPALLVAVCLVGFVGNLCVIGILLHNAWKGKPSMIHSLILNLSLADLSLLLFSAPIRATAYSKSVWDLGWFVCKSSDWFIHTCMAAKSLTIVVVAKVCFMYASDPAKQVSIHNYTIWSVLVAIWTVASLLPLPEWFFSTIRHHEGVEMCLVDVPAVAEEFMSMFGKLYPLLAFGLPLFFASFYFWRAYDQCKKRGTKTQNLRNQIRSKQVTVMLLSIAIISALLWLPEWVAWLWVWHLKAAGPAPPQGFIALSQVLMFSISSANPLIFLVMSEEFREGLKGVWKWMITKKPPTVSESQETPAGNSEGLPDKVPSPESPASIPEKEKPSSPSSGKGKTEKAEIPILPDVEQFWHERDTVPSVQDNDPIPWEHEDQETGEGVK
FBW7 act: FBW7 E3 ligase activators, primary screen, biochemical, AlphaScreen, human | normalized activity (activation), % at 26.1 µM | 0.13% of 650,000 active | F-box/WD repeat-containing protein 7 (Homo sapiens), Q969H0 | AlphaScreen FBW7–phospho-cyclin E peptide binding, activator screen; in the data active means normalized activity above about 1.9%;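 further: purified mutant Fbw7 with reduced substrate affinity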
TEAD-YAP block: TEAD-YAP interaction inhibition, primary screen, TEAD-YAP interaction inhibitor project, luminescence, HEK-TIYL cells; 1.4% of 640,000 active; inhibition, % at 9.12 µM; TEAD-Gal4/YAP UAS-luciferase luminescence; in the data active means inhibition above about 32%;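 further: 0% = median of test compound wells and 100% = reference inhibitor wells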
* hit, by the source's call; / = not tested or not shown; & = joins results of further samples. Compounds as they come, and some 3.4% of all compounds hit somewhere here.

SMILES | MITF inh | GPR151 activ | FBW7 act | TEAD-YAP block
COc1ccc(C(=O)c2sc3nc(C)cc(C(F)(F)F)c3c2N)cc1OC | -3 | 1.3 | -0.1 | 3
COC(=O)C1CCCN1S(=O)(=O)c1ccc2ccccc2c1 (stereo not drawn) | 6 | 0.2 | 0.2 | -2
CC1CCN(S(=O)(=O)c2ccc(C(=O)Nc3nc4c(s3)COc3ccccc3-4)cc2)CC1 | 4 | -0.6 | 0.1 | 7
Cc1cc(=O)oc2c1c(C)nn2-c1cc(Cl)cc(Cl)c1 | 7 | 0.6 | 0.0 | 4
C=CCn1c(=O)c2c3c(sc2n2c(Nc4ccccc4)nnc12)CCC3 | 13 | -0.5 | 1.0 | -5
Cc1cc(C)n(CC(=O)N2CCC3(CC2)CC3C(=O)Nc2ccccc2)n1 (stereo not drawn) | 13 | -0.6 | 0.1 | -6
CCCC1CCC(c2ccc(OC(=O)Cn3c4ccccc4c(=O)c4ccccc43)cc2)CC1 (stereo not drawn) | 4 | -1.0 | 0.1 | 6
CC(C)(C)NS(=O)(=O)c1ccc(NC(=O)c2ccc(Cl)c([N+](=O)[O-])c2)cc1 | 3 | 2.1 | -0.1 | 19
CCCCNCCOCCOc1ccc(C)c(C)c1 | 61* | 0.9 | 0.1 | 1
Cc1c(/C=N/Nc2ccccc2C(=O)O)c2ccccn2c1C#N | 26 | -2.4 | 0.1 | -4
CN1CCN(CCC(=O)N/N=C/c2ccccc2O)CC1 | -1 | -0.2 | 0.0 | -4
CN1CCN(NC(=S)Nc2ccc(S(=O)(=O)Nc3ncccn3)cc2)CC1 | 1 | 0.4 | 0.0 | -2
CCCNc1nc(SCc2ccc(Cl)cc2)nnc1C | 0 | 0.5 | -0.2 | -2
O=C(O)CSc1nc2ccccc2n1CC(=O)O | 0 | -0.2 | 0.7 | 1
COc1ccc(-c2c(C#N)c(SCC(=O)Nc3ccc(C)cc3)nc(C)c2C(=O)Nc2ccc(Cl)cc2)cc1 | 10 | -1.6 | 0.3 | 6
Cc1ccc2c(C)nc(NC3=NCN(CCc4ccccc4)CN3)nc2c1 | 8 | 0.3 | -0.1 | 20
C=CCc1cccc2cc(C(=O)Nc3cccc(Cl)c3C)c(=O)oc12 | 6 | -1.4 | 0.3 | -4
COc1ccc(-c2cn3c(C)c(C(=O)Nc4ccc(OC)c(OC)c4)sc3n2)cc1 | -4 | 1.5 | 0.1 | -8
Cc1ccc(C(=O)N2CCN(c3ccc([N+](=O)[O-])c(NCc4ccc(Cl)cc4)c3)CC2)cc1 | 6 | -0.3 | 0.0 | 3
Cc1ccc(NC(=O)N2CCOc3ccccc32)c(C)c1 | 0 | -0.8 | -0.1 | -8
COc1cccc(-c2cc(N)n(S(=O)(=O)Cc3ccccc3)n2)c1 | 7 | 0.0 | 0.8 | -10
COCCNC(=O)CSc1nc2c(sc(=S)n2-c2ccccc2C)c2nc3ccccc3n12 | -6 | -1.4 | 0.0 | -3
Cc1cc(C)nc(NCn2nnc3ccccc32)n1 | -2 | 1.6 | -0.1 | -1
O=C(Nc1ccc(N2CCOCC2)cc1)c1cnc(N2CCc3ccccc3C2)s1 | -6 | -1.6 | -0.1 | -6
COc1ccc(NC(=O)N2CCc3nc(COc4ccccc4)c4c(c3C2)CO[C@@H](C)C4)cc1 | -18 | 0.5 | -0.1 | /

Only FBW7 act and MITF inh, for some of the entries so far:
smiles | FBW7 act | MITF inh
Cc1ccc(NC(=O)N2CCOc3ccccc32)c(C)c1 | -0.1 | 0
COc1cccc(-c2cc(N)n(S(=O)(=O)Cc3ccccc3)n2)c1 | 0.8 | 7

Next section.
SMILES | MITF inh | GPR151 activ | FBW7 act | TEAD-YAP block
O=c1c2ccccc2nc2sc(Nc3ccc(-c4ccccc4)cc3)nn12 | 14 | 0.8 | 0.4 | 2
CC(C)N(C(=O)CSc1cn(CC(=O)N2CCCC2)c2ccccc12)C(C)C | 7 | -0.4 | -0.1 | 3
Cc1cc(=O)[nH]c(SCC(=O)/C=C2\N(C)c3ccccc3C2(C)C)n1 | -13 | 0.6 | -0.3 | 13
COc1ccccc1N1CCN(Cc2ccc(C(=O)NN=C3CCN(C)CC3)cc2)CC1 | 14 | 1.3 | -0.1 | 10
CCCCOc1c(Br)cc(C=C2C(=O)N(C)C(=O)N(C)C2=O)cc1OC | 13 | -1.7 | -0.9 | -5
C=CCNc1nc(-c2ccccc2)cs1 | 18 | -3.2 | -0.1 | -34
COC(=O)C1=CN(C2CCCC2)C=C(C(=O)OC)C1c1ccc(Cl)c([N+](=O)[O-])c1 | 9 | 0.7 | 0.0 | 7
COc1cccc(NC(=O)N2CCc3nc(-c4ccncc4)nc(N4CCCCC4)c3C2)c1 | -3 | -2.1 | -0.2 | -3
FC(F)(F)c1cc(/C=C/c2ccccc2)no1 | 0 | -0.4 | 0.0 | -11
CCC1Oc2ccccc2N(CC(=O)Nc2ccc(OC)c(OC)c2)C1=O (stereo not drawn) | 3 | -0.5 | -0.1 | 0
Cc1noc(C)c1COc1ccc(CC(=O)O)cc1 | 3 | 0.4 | 0.0 | -5
O=C(/C=C\c1ccc2c(c1)OCO2)Nc1c2c(nn1-c1ccc(F)cc1)CSC2 | 13 | 2.0 | 0.4 | -1
COc1ccc(N=C2SC(C(=O)Nc3ccccc3)CC(=O)N2CCc2ccc(OC)c(OC)c2)cc1 (stereo not drawn) | -24 | -0.9 | 0.1 | -4
CC1(C)[C@H]2CC=C(CN3CCc4nnc(CNC(=O)Cc5ccccc5)n4CC3)[C@@H]1C2 | -2 | 0.0 | 0.1 | -11
O=C(O)CC1C(=O)NCCN1Cc1ccccn1 (stereo not drawn) | 21 | -1.9 | -0.1 | -1
CCC(C)NC(=O)CSc1nc2c(sc(=S)n2-c2cc(Cl)ccc2OC)c(=O)[nH]1 (stereo not drawn) | 6 | 0.9 | 0.0 | 10
CCc1ccc(NS(=O)(=O)c2ccc3c(c2)CCN3C(=O)C2CC2)cc1 | 2 | 0.8 | 0.1 | 4
Cc1ccc(CC2(CCC(=O)N3CCC(c4nc5ccccc5o4)CC3)CCC(=O)N2)cc1 (stereo not drawn) | 7 | 0.3 | -0.1 | 8
Cc1cc(C)nc(N2CCC(CNC(=O)c3ccc(OC4CSC4)cc3)CC2)n1 | 2 | -0.9 | -0.1 | -10
Cc1cnccc1CN(C)C(=O)CC1C(=O)NCCN1CC1CCCCC1 (stereo not drawn) | -3 | -1.6 | 0.2 | 0
O=C(CNc1ccccc1)c1ccc(Cl)cc1 | 0 | 1.8 | 0.0 | -25
Cn1cnnc1SCC(=O)c1nnc(-c2ccc(Cl)cc2)o1 | -1 | 0.3 | 0.1 | -8
Cc1cc[n+](CC(=O)c2cc3ccccc3oc2=O)cc1 | -4 | 0.3 | 0.1 | 1
NC(=O)c1cc2cc(Br)ccc2oc1=Nc1ccc(Br)cc1 | 2 | 2.0 | 0.0 | 0
CS(=O)(=O)NNC(=O)C(=O)NNc1ccccc1 | 14 | 0.9 | 0.1 | 11

In the list so far, these have a Cl atom.
SMILES | MITF inh | GPR151 activ | FBW7 act | TEAD-YAP block
Cc1cc(=O)oc2c1c(C)nn2-c1cc(Cl)cc(Cl)c1 | 7 | 0.6 | 0.0 | 4
CC(C)(C)NS(=O)(=O)c1ccc(NC(=O)c2ccc(Cl)c([N+](=O)[O-])c2)cc1 | 3 | 2.1 | -0.1 | 19
CCCNc1nc(SCc2ccc(Cl)cc2)nnc1C | 0 | 0.5 | -0.2 | -2
COc1ccc(-c2c(C#N)c(SCC(=O)Nc3ccc(C)cc3)nc(C)c2C(=O)Nc2ccc(Cl)cc2)cc1 | 10 | -1.6 | 0.3 | 6
C=CCc1cccc2cc(C(=O)Nc3cccc(Cl)c3C)c(=O)oc12 | 6 | -1.4 | 0.3 | -4
Cc1ccc(C(=O)N2CCN(c3ccc([N+](=O)[O-])c(NCc4ccc(Cl)cc4)c3)CC2)cc1 | 6 | -0.3 | 0.0 | 3
COC(=O)C1=CN(C2CCCC2)C=C(C(=O)OC)C1c1ccc(Cl)c([N+](=O)[O-])c1 | 9 | 0.7 | 0.0 | 7
CCC(C)NC(=O)CSc1nc2c(sc(=S)n2-c2cc(Cl)ccc2OC)c(=O)[nH]1 (stereo not drawn) | 6 | 0.9 | 0.0 | 10
O=C(CNc1ccccc1)c1ccc(Cl)cc1 | 0 | 1.8 | 0.0 | -25
Cn1cnnc1SCC(=O)c1nnc(-c2ccc(Cl)cc2)o1 | -1 | 0.3 | 0.1 | -8

Some values from the results shown:
Cn1cnnc1SCC(=O)c1nnc(-c2ccc(Cl)cc2)o1 – FBW7 act: 0.1
CCC1Oc2ccccc2N(CC(=O)Nc2ccc(OC)c(OC)c2)C1=O (stereo not drawn) – TEAD-YAP block: 0

(cont.)
SMILES | MITF inh | GPR151 activ | FBW7 act | TEAD-YAP block
O=C(Cc1c(F)cccc1Cl)Nc1ccc2nc3n(c(=O)c2c1)CCCCC3 | 13 | 0.6 | 0.8 | -44
COCCN(Cc1c(C(=O)N2CCc3ccccc3C2)nc2ccc(Cl)cn12)C(C)C | -5 | 1.0 | 0.0 | -1
CCS(=O)(=O)Nc1cccc(C2=NN(S(=O)(=O)CC)C(c3ccco3)C2)c1 (stereo not drawn) | 6 | 0.2 | 0.7 | 13
Cn1cc(C(=O)Nc2ccc3c(c2)Cc2ccccc2-3)nn1 | 7 | 1.0 | 0.2 | -61
COc1ccc(N2C(=O)c3cccc(Br)c3C2=O)cc1 | 3 | -0.7 | -0.1 | -9
COc1cccc(C(=O)NN(C(=O)c2ccccc2N)C(C)(C)C)c1 | -9 | -0.7 | -0.1 | 5
O=C(COc1cccc(C(F)(F)F)c1)Nc1ncc(Cc2cccc(C(F)(F)F)c2)s1 | -1 | -1.0 | -0.1 | -3
CCOC(=O)C1=C(C)N=c2s/c(=C\c3cc(Cl)ccc3O)c(=O)n2C1c1ccccc1 (stereo not drawn) | 4 | -0.3 | 0.1 | 4
C=CCn1c(SCC(=O)NCCN2CCOCC2)nc2sc3c(c2c1=O)CCC3 | 2 | 0.7 | 0.2 | 4
Cc1ccc(CN(CC(=O)Nc2ccc3c(c2)OCCO3)S(=O)(=O)c2ccc(C)cc2)cc1 | -1 | 0.8 | 0.0 | 6
Cc1cc(Cl)ccc1N(CC(=O)Nc1ccc(Cl)c(Cl)c1)S(=O)(=O)c1ccccc1 | -3 | -0.6 | -0.1 | 7
CSc1nc2ccccc2n2cccc12 | 15 | -1.1 | 0.1 | 3
COC(=O)c1c(C)oc2cc(C)c(NS(=O)(=O)c3ccc(Br)cc3)cc12 | 2 | -0.4 | 0.0 | 34*
CCOC(=O)c1c(NC(=O)C(C)N2C(=O)NC3(CCCC3)C2=O)sc2c1CCCC2 (stereo not drawn) | 8 | -0.6 | 0.1 | 6
CC(=O)c1cccc(NC(=O)CN2C(=O)c3ccccc3C2=O)c1 | -3 | 1.2 | -0.1 | -2
CCCn1c(=O)c2[nH]c(C3CCCC3)nc2n(CCC)c1=O | -16&-5 | -0.1&0.1 | -0.1&-0.1 | -1
CC(C)N(C)Cc1nnnn1CC(=O)N(Cc1cnn(C)c1)C(C)C | 0 | 0.2 | -0.1 | 2
c1cncc(CNc2ccnc(NCc3ccc4c(c3)OCO4)n2)c1 | 9 | -0.3 | -0.1 | -5
CCOC(=O)c1ccc2ncc(C(=O)OCC)c(Nc3ccccc3C)c2c1 | 6 | -0.4 | 0.1 | 6
Cc1nc(O)c(C(c2ccc(Cl)cc2)c2c(O)nc(C)[nH]c2=O)c(=O)[nH]1 | 3 | 1.9 | -0.2 | -10
COc1ccccc1CN1CCc2nnc(CCNC(=O)C(C)C)n2CC1 | 0 | -1.1 | -0.2 | -13
CC1(C)Cc2c(sc3ncn4nc(-c5ccco5)nc4c23)C(C)(C)N1 | 6 | -0.1 | 0.0 | -19
O=C(Nc1nc(-c2ccc(Cl)cc2)cs1)c1c(O)c2cccc3c2n(c1=O)CCC3 | 8 | -0.3 | 0.0 | -3
O=C(CCc1ccccc1)Nc1nnc(-c2ccc(F)cc2)o1 | -6 | 5.7* | -0.1 | -6
CC(OC(=O)c1nsc(Cl)c1Cl)C(=O)NC(C)(C)C (stereo not drawn) | 12 | -0.1 | 0.3 | 10
Additional entries follow:
SMILES | MITF inh | GPR151 activ | FBW7 act | TEAD-YAP block
O=[N+]([O-])c1ccc(S(=O)(=O)N(CC(O)CN2CCCC2)c2ccccc2)cc1 (stereo not drawn) | 6 | 1.3 | 0.1 | 7
CCS(=O)(=O)NCC(c1ccco1)N1CCN(c2ccc(OC)cc2)CC1 (stereo not drawn) | 2 | 0.2 | 0.1 | -7
Cc1sc2nc(-c3ccccc3Cl)n(CC(=O)Nc3ccc(Oc4ccccc4)cc3)c(=O)c2c1C | 8 | -0.4 | 0.1 | 9
COC(=O)c1cccc(CC2(C)C(=O)Nc3c(Cl)cccc32)c1 (stereo not drawn) | -23 | -0.7 | 0.0 | -13
CCNC(=O)c1ccccc1NC(=O)c1cccc(S(=O)(=O)N2CCOCC2)c1 | 3 | 1.3 | -0.2 | 0
O=C1c2cccnc2C(=O)N1Cc1ccc(S(=O)(=O)Nc2cccnc2)cc1 | 9 | -1.1 | -0.3 | -2
CCOc1ccc(NC(=O)NC23CC4CC(CC(C4)C2)C3)cc1 | 14 | -0.5 | -0.1 | -29
CCOc1ccc2c(=O)c(Oc3ccc(OC)cc3)coc2c1 | 24 | -0.7 | 0.3 | -20
CC1(C)C(N(O)C(=O)Nc2cccc(Cl)c2)N(c2cccc(Cl)c2)C(=O)N1C1CCCCC1 (stereo not drawn) | 13 | -0.5 | -0.1 | 3
Cc1cccc(C(=O)Nc2sccc2C#N)c1 | -10 | -0.8 | 0.1 | -22
